High-throughput results from PubChem.
cardiac RTF act: cardiac RTF calcium sensitivity activators, primary screen, biochemical, IANBD-TnC fluorescence, EC20 calcium; IANBD-labeled TnC RTF fluorescence at EC20 calcium; 0% EC20 calcium, 100% full calcium; activation, % at 7.2 µM; hit rate 0.24% among 340,000;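 active = activation above the mean over all tested compounds plus 3 SD, cut at about 30% in these data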;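 note: rise in fluorescence read as greater calcium sensitivity of cardiac thin filaments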
CAL PDZ FP-1: CAL PDZ peptide-binding inhibitors, primary screen, biochemical, fluorescence polarization, Cer-tagged CAL PDZ, HTS; AID 504414, 2011; inhibition, % at 20 µM; hit rate 0.02% among 330,000; purified CAL PDZ, TMR-peptide fluorescence polarization, 1 h;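 active = highest replicate inhibition of at least 40%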;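 note: plate controls were DMSO neutral control wells for no effect and unlabeled competitor peptide control wells for full effect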
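System: tagged CAL PDZ domain. Schedule: 1 h room-temperature incubation prior to read. Signal: fluorescence polarization (mP). Measure: percent inhibition from loss of millipolarization.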
MITF TRPM1 HTS: activators of MITF-driven TRPM1 promoter reporter, primary screen, cell-based, SK-MEL-5, luciferase, single point. activation, % at 12.5 µM. hit rate 0.75% among 300,000. SK-MEL-5 TRPM1-promoter luciferase, 24 h; % of positive control, neutral wells = 0;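 active = mean activation of at least 80% with every replicate also reaching 80%; inconclusive = mean reaches 80% but some replicate falls short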;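 note: 0% = neutral control wells and 100% = parthenolide positive control wells; values of inactives mirror those of a sister screen read the other way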
V-ATPase pHluor: regulators of yeast V-ATPase proton pumping, primary screen, pHLuorin cytosolic pH fluorescence; S. cerevisiae; response, % at 10 µM; hit rate 0.37% among 350,000; AID 504577, 2011; in the data active = response mostly above about 7.3%, no sharp cut-off; inactive = mostly below about 5.4%; note: actives read high; inactives centre near 0; some compounds called inactive have numbers as strong as hits; reference of the scale not given here
dFosB activator: activators of delta FosB homodimer, primary screen, biochemical, fluorescence polarization, TAMRA-CDK5 oligo, single point. hit rate 0.99% among 340,000. activation, % at 25 µM. Protein FosB (Mus musculus), P13346. AID 493131, 2011. purified delta FosB; percent of positive-control signal above neutral wells;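 active = mean activation above about 17%, with every replicate also reaching it, limit read from the data, passing the limit was not always enough; inconclusive = only one of the two conditions met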;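 note: fluorescence polarization rise as delta FosB binds a TAMRA Cdk5 AP-1 oligo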
Wnt act: Wnt/beta-catenin pathway activators, primary screen, cell-based, plate reader, single point. Wnt/beta-catenin reporter cell assay, activator. activation, % at 9.35 µM. hit rate 1.2% among 300,000. AID 743398, 2014; in the data active = activation above about 30%, passing the limit was not always enough; inconclusive = no clear call, values can overlap the other calls;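 note: 0% = neutral control wells and 100% = positive control wells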
Rtt109 Vps75: inhibitors of C. albicans Rtt109/Vps75 HAT, primary screen, biochemical, ThioGlo CoA-SH fluorescence, plate reader; AID 540336, 2011; Histone acetyltransferase RTT109 (Candida albicans (strain SC5314 / ATCC MYA-2876)), …; purified Rtt109/Vps75, 4 h; inhibition, % at 34.9 µM; hit rate 0.16% among 330,000;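 active = inhibition of at least 50% in every replicate; inconclusive = best replicate reaches 50% inhibition but some replicates fall short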
Target sequence (Q5AAJ8 whole entry, looked up): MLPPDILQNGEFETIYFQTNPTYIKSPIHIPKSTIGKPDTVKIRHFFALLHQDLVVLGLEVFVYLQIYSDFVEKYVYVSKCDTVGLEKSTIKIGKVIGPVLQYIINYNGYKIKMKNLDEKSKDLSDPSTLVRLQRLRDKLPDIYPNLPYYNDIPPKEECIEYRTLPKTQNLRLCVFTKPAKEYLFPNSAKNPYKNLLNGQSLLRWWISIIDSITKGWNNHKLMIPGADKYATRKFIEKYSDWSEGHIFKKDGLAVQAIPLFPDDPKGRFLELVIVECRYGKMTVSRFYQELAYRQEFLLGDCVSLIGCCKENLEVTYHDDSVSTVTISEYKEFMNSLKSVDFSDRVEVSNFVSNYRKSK
CDK5 p35 inh: inhibitors of human CDK5/p35 kinase, primary screen, biochemical, single concentration. inhibition, % at 10 µM. hit rate 0.01% among 330,000. Cyclin-dependent kinase 5 (Homo sapiens) + Cyclin-dependent kinase 5 activator 1 (Homo …. Recombinant CDK5/p35, ADP-Glo luminescence, 60 min. AID 488839, 2010;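 active = highest replicate inhibition of at least 50% and at least 75% of replicates reaching 50%; inconclusive = only one of the two criteria met; inactive = both criteria failed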;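 note: plate controls were DMSO neutral control for no effect and GW8510 at 10 µM for full effect; many of its hits are not listed in these tables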
Target sequence (Q00535 whole entry, looked up): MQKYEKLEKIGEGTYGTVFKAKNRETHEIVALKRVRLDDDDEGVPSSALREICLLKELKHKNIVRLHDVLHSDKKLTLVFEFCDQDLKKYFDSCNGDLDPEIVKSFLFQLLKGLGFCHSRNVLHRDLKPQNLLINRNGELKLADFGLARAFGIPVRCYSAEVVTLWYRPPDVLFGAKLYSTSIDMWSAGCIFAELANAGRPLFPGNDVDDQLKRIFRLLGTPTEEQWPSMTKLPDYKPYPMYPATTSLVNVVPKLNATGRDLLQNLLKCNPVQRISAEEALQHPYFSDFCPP
Target sequence (Q15078 whole entry, looked up): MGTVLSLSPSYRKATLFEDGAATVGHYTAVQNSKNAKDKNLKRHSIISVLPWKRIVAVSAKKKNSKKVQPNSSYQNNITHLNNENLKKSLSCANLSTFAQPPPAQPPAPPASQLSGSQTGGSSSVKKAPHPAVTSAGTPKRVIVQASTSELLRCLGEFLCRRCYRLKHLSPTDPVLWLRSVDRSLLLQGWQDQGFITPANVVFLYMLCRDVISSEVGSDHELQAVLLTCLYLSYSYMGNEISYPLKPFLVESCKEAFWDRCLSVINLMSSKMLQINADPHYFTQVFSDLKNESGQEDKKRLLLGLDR
CAL PDZ FP-2: untagged CAL PDZ binding inhibitors, primary screen, biochemical, fluorescence polarization, HTS | purified CAL PDZ, TMR-peptide fluorescence polarization, 1 h | inhibition, % at 24.9 µM | hit rate 0.92% among 300,000 | AID 602252, 2012;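 active = mean inhibition of at least 30% with at least half of replicates also reaching 30%; inconclusive = no clear call, values can overlap the other calls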;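 note: 0% = DMSO neutral control and 100% = excess unlabeled competitor peptide PRC23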
Tat transport: E. coli Tat export inhibitors, primary screen, MC4100, TorA-mCherry reporter, fluorescence, single point. inhibition, % at 10 µM. hit rate 0.036% among 340,000. AID 488895, 2010;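 active = mean replicate inhibition at least 50% and at least half of replicates individually reaching 50%; inconclusive = only one of the two criteria met; inactive = neither criterion met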;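 note: exported cargo escapes ClpAP degradation while cytoplasmic cargo is degraded and loses fluorescence; 0% = median of neutral control wells and 100% = median of NaSCN control wells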
Starred values were filed as active, the others as inactive; u = inconclusive; x = no result given.

SMILES	cardiac RTF act	CAL PDZ FP-1	MITF TRPM1 HTS	V-ATPase pHluor	dFosB activator	Wnt act	Rtt109 Vps75	CDK5 p35 inh	CAL PDZ FP-2	Tat transport
CCOc1ccc(C(=O)Nc2ccc(N3CCN(S(C)(=O)=O)CC3)cc2)cc1[N+](=O)[O-]	6	1.5	3	6	-5	-2	x	2.7	-9	2
CCOC(=O)C(NCc1ccccc1)(NC(=O)c1ccccc1)C(F)(F)F (stereo unspecified)	10	-2.4	-8	-2	-8	-10	2	0.6	2	1
COc1ccc(CCNC(=O)C2CC(=O)N(C3CCCCC3)C2)cc1OC (stereo unspecified)	3	-0.1	-12	3	2	0	8	0.4	-2	-3
COC(=O)Cc1c(O)ccn(CCc2c[nH]c3ccc(OC)cc23)c1=O	0	-0.3	-17	-1	2	-2	0	-2.6	-4	0
CN1C(=O)C(O)(c2sc(N)nc2-c2ccccc2)c2ccccc21 (stereo unspecified)	-2	-0.3	-11	0	7	-2	3	0.3	3	-3
C#CCNC(=O)c1cc2sccc2n1C	4	0.0	10	-1	-1	0	-6	0.3	-2	-6
COc1ccc(/C=C/C(=O)OCC(=O)NCC2CCCO2)cc1 (stereo unspecified)	3	-2.6	1	2	-7	11	x	0.2	0	-8
S=C(Nc1ccccc1)N1CCN(Cc2ccccc2)CC1	-1	-1.0	3	0	-5	5	0	2.3	-7	-3
CCOC(=O)N1CCN(C(=O)CSc2ncnc3sccc23)CC1	-3	-1.3	1	-4	4	-3	4	0.3	1	6
O=C(O)CC1S/C(=N\N=C2\C(=O)Nc3ccccc32)N(c2ccc(O)cc2)C1=O (stereo unspecified)	2	-2.4	3	2	-8	0	2	0.4	2	-4
CC#CC(=O)N1CCC(Oc2cccc(C(=O)NCc3ccccn3)c2)CC1	1	-3.8	-2	2	-2	-3	10	-1.3	2	4
C[C@H]([C@@H](N)C(=O)N[C@@H](C(=O)O)[C@@H]1O[C@H](n2ccc(=O)[nH]c2=O)[C@@H](O)[C@H]1O)[C@@H](O)c1ccc(O)cn1	-4	0.1	25	-6	3	-16	-4	-0.7	-1	-5
Cc1nc(SCc2nc3ccccc3[nH]2)c2oc3cc(Br)ccc3c2n1	1	-1.0	2	3	-11	0	-8	0.4	1	-5
O=C(COC(=O)CCc1nc2ccccc2c(=O)[nH]1)Nc1ccc(OC(F)(F)F)cc1	5	-0.6	2	3	4	2	-1	-0.3	-13	-1
Cc1cnc(C(=O)NCc2ccc(F)cc2)cn1	0	0.2	-10	3	-3	-1	4	-1.0	-3	1
CC1CCN(Cc2nnnn2CCCC(=O)NCC(C)(C)N2CCOCC2)CC1	-3	-0.6	7	-1	0	-1	-4	0.6	-2	1
S=C(Nc1ccccc1)Nc1ccccc1Br	-2	-0.4	7	0	-4	2	5	-0.5	-3	-2
CN(C)c1cc[n+](CC(=O)N2CCCc3ccccc32)cc1	2	-0.1	-3	-3	1	-1	-6	-0.6	-1	-5
CCc1cccc(NC(=O)c2ccc(Cn3nc(C)cc3C)o2)c1	-2	-1.4	11	1	-8	-2	20	1.0	-3	-3
CCc1noc(C)c1C(=O)N1CCC(CCC(=O)Nc2cccc(OC)c2)CC1	3	-0.5	-4	1	-5	2	-21	-1.2	-1	-10
Cc1cc(C)nc(N2CCC(C(=O)NCc3ccccc3F)CC2)n1	5	0.4	-1	0	-4	-2	-3	2.1	x	-9
CC1CN(S(=O)(=O)c2ccccc2)C(C)CN1S(=O)(=O)c1ccccc1 (stereo unspecified)	-4	-0.8	2	-1	1	5	-8	-0.8	-1	-6
Cc1cc2c(cc1C)NC1(C(=O)Nc3ccccc31)C1=C(CC(C)(C)CC1=O)N2 (stereo unspecified)	-6	0.5	-6	1	0	7	11	3.0	-2	1
O=C(Nc1ccccc1Oc1ccccc1)c1ccccc1F	-3	-0.6	6	2	-7	-2	16	-1.1	0	0
COc1ccc(-c2nnc(SCC(=O)NNC(=O)Cc3ccccc3)n2C)cc1OC	0	-2.3	11	-2	-2	-8	6	1.6	0	-6

3 compounds already listed, ordered by their value in MITF TRPM1 HTS, smallest number first.
SMILES	cardiac RTF act	CAL PDZ FP-1	MITF TRPM1 HTS	V-ATPase pHluor	dFosB activator	Wnt act	Rtt109 Vps75	CDK5 p35 inh	CAL PDZ FP-2	Tat transport
Cc1cnc(C(=O)NCc2ccc(F)cc2)cn1	0	0.2	-10	3	-3	-1	4	-1.0	-3	1
COc1ccc(/C=C/C(=O)OCC(=O)NCC2CCCO2)cc1 (stereo unspecified)	3	-2.6	1	2	-7	11	x	0.2	0	-8
O=C(O)CC1S/C(=N\N=C2\C(=O)Nc3ccccc32)N(c2ccc(O)cc2)C1=O (stereo unspecified)	2	-2.4	3	2	-8	0	2	0.4	2	-4

The listing picks up, repeating the six entries before the break.
SMILES	cardiac RTF act	CAL PDZ FP-1	MITF TRPM1 HTS	V-ATPase pHluor	dFosB activator	Wnt act	Rtt109 Vps75	CDK5 p35 inh	CAL PDZ FP-2	Tat transport
CCc1noc(C)c1C(=O)N1CCC(CCC(=O)Nc2cccc(OC)c2)CC1	3	-0.5	-4	1	-5	2	-21	-1.2	-1	-10
Cc1cc(C)nc(N2CCC(C(=O)NCc3ccccc3F)CC2)n1	5	0.4	-1	0	-4	-2	-3	2.1	x	-9
CC1CN(S(=O)(=O)c2ccccc2)C(C)CN1S(=O)(=O)c1ccccc1 (stereo unspecified)	-4	-0.8	2	-1	1	5	-8	-0.8	-1	-6
Cc1cc2c(cc1C)NC1(C(=O)Nc3ccccc31)C1=C(CC(C)(C)CC1=O)N2 (stereo unspecified)	-6	0.5	-6	1	0	7	11	3.0	-2	1
O=C(Nc1ccccc1Oc1ccccc1)c1ccccc1F	-3	-0.6	6	2	-7	-2	16	-1.1	0	0
COc1ccc(-c2nnc(SCC(=O)NNC(=O)Cc3ccccc3)n2C)cc1OC	0	-2.3	11	-2	-2	-8	6	1.6	0	-6
Cc1[nH]c(=S)[nH]c(=O)c1Cc1ccc(OCC(C)C)cc1	-3	0.2	3	1	6	-2	0	-1.4	1	-3
COC(=O)c1ccc(N/C(C)=C/C(=O)c2ccc(C)o2)cc1	6	-2.4	5	0	0	1	8	2.1	x	-9
Cc1cccc(C(=O)N/N=C2/SCC(=O)N2Cc2ccccc2)c1	0	-1.1	6	0	-2	-1	-1	-0.5	-1	-6
NC(=Nc1ccc(N)cc1)C(N)=Nc1ccc(N)cc1	-1	-3.4	2	-2	-4	12	8	-0.6	-3	-6
CC(=O)c1cnc2c(-c3cccc(Br)c3)cnn2c1C	3	-1.0	95*	-1	0	9	2	-0.4	-2	2
O=C(Nc1cccc(-c2ccc(N3CCOCC3)nn2)c1)c1ccc([N+](=O)[O-])cc1	-7	-2.0	99*	-6	-2	31*	0	-0.9	-5	2
C#CCOCCOCCOCCNc1nc(N2CCN(C(=O)[C@H]([C@@H](C)CC)n3cc([C@@H](N)CC(C)C)nn3)CC2)nc(N2CCN(C(=O)[C@H](CCCCN)n3cc([C@@H](N)C(C)CC)nn3)CC2)n1 (stereo partly specified)	-7	-1.7	5	0	u	x	4	-2.0	-2	22
CCOC(=O)c1ccccc1NS(=O)(=O)c1ccc(OCC)cc1	0	-0.4	-9	1	-1	x	-3	-0.9	x	-3
CC(NC(=O)Cc1ccsc1)c1ccc(S(N)(=O)=O)cc1 (stereo unspecified)	7	-1.5	0	6	-2	x	-4	0.3	0	1
CCn1c2ccccc2c2nn(C)c(=N)nc21	-1	-0.1	-6	-2	7	0	-7	0.2	-1	2
CCCC(=O)Nc1ccccc1-c1nnn(CC(=O)Nc2ccc(OC)cc2)n1	-6	-1.0	-15	-1	10	x	1	-0.4	-1	5
COC(=O)c1sccc1NC(=O)C1CC=CCC1C(=O)O (stereo unspecified)	2	0.7	x	1	-2	-3	-12	0.9	2	-5
Cc1ccc(OCCN2C(=O)c3ccccc3C2=O)c(C)c1	-3	x	x	3	-6	6	-1	-0.9	-3	13
CCCCOc1ccc(CSc2n[nH]c(C)n2)cc1	4	x	93*	2	1	x	-13	0.9	-3	-2
O=C(O)c1cccc(Nc2ccnc(Nc3cccc(C(=O)O)c3)n2)c1	-4	-1.9	-27	1	4	-1	-2	0.9	0	-4
CC(C)C(=O)Nc1ccc(C(=O)NNC(=S)NC(=O)c2ccccc2[N+](=O)[O-])cc1	-4	-1.7	-6	1	2	-2	-2	-1.7	-3	-2
OC(CNCc1cccs1)c1ccccc1 (stereo unspecified)	8	-0.9	0	2	-5	x	0	-0.3	-2	-12
COc1ccc(C(=O)OCC(=O)NC(=O)Nc2ccccc2F)c(OC)c1	0	-0.2	2	-1	11	-3	-4	0.4	-3	-3
Nc1ccc(Nc2ccncc2[N+](=O)[O-])cc1	7	-0.6	6	-4	-5	1	50*	-0.2	-1	-7
COc1ccccc1CCC(=O)Nc1cccc(S(=O)(=O)N2CCOCC2)c1	-2	-0.7	0	1	-5	1	5	0.6	x	6
O=C(NCc1ccc2c(c1)OCO2)C1CCN(S(=O)(=O)c2cccs2)CC1	-3	-1.9	5	4	-11	-3	1	-0.6	-1	-7
O=C(CN1C(=O)c2cccnc2Oc2ccc(Cl)cc21)Nc1ccc(F)cc1	4	-0.7	-11	-2	-11	-1	-8	-0.1	x	5
CC(=O)c1cccc(OC(=O)c2ccc3c(=O)n4c(nc3c2)CCC4)c1	1	-1.1	-7	0	2	x	x	-3.1	-2	2
CCC1CCCN1Cn1cnc2c([nH]c3ccc(Cl)cc32)c1=O (stereo unspecified)	-5	-2.0	13	0	-16	x	2	-0.4	-2	-2
COc1cn(-c2ccccc2)nc1C(=O)NCc1ccccc1	-2	-0.6	1	-4	-16	0	14	-3.4	x	1
Cc1nc2nc(-c3ccco3)nn2c(C)c1Cl	-5	-1.9	x	-2	-12	-2	-5	-0.2	x	-2
CCOC(=O)N1CCN(C(=O)c2ccc(Cl)c(S(=O)(=O)Nc3ccccc3)c2)CC1	12	-0.6	6	0	-3	x	-2	-0.2	1	0
CC(C)(C)c1ccccc1OCC(=O)NCc1ccccc1	-8	-1.7	x	-1	-5	0	-5	0.4	-6	4
